# Hsp70 displacement: Hsp70 inhibitors, probe displacement, primary screen, biochemical, fluorescence polarization (AID 583). actives 0.06% (n = 140,000). Hsp70 fluorescence polarization probe displacement, mP; higher % means a stronger effect. displacement, % at 20 µM, or IC50 in µM where a hit was titrated; in the data active means displacement above about 50%;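 further: plate controls were vehicle for no effect and reference ligand for full effect; a part of the inactive calls stands beside numbers as strong as those of hits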
# MKP-3 inhibition: MKP-3 phosphatase inhibitors, primary screen, biochemical, rat enzyme, in vitro (AID 425) | Dual specificity protein phosphatase 6 (Rattus norvegicus) | recombinant MKP-3 phosphatase activity, fluorescence; higher % means a stronger effect | inhibition, % at 20 µM, or IC50 in µM where a hit was titrated | actives 0.17% (n = 110,000); in the data active means inhibition above about 50%;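 further: plate controls were vehicle for no effect and reference inhibitor for full effect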
# The depositor's hits bear a star; / = not tested or not shown. An excerpt, so the mix of outcomes need not match the whole.
canonical_smiles	Hsp70 displacement	MKP-3 inhibition
COc1ccc(NC(=O)c2ccc(CN3CCN(Cc4ccccc4)CC3)cc2)c(OC)c1	0.6%	-3%
Cc1cc(=O)[nH]c(SCCc2ccccc2)n1	2.2%	1%
CCOC(=O)c1c(NC(=O)c2ccc([N+](=O)[O-])cc2)sc2c1CCN(C(=O)OCC)C2	-4.4%	0%
O=C(Cc1ccccc1)Nc1nc2ccccc2[nH]1	1.6%	/
CC1CCCCC1NC(=O)CN1C(=O)NC(C)(c2ccc(OC(F)F)cc2)C1=O (stereo not drawn)	4.7%	-4%
N#Cc1c(NC(=O)CCCN2C(=O)c3ccccc3C2=O)oc(-c2ccccc2)c1-c1ccccc1	-4.1%	-11%
CC(=O)Nc1cccc(C(=O)Nc2ccc(NC(C)=O)cc2Cl)c1	1.5%	0%
COCCCN=CC1=C(O)CC(C)(C)CC1=O	/	0%
O=C(c1ccncc1)N1CCN(c2ccc(F)cc2)CC1	3.1%	/
CCCc1nnc(SCC(=O)Nc2ccc(OC)cc2)n1N	-1.1%	0%
COCCCN1C(=O)C(=O)/C(=C(/O)c2ccccc2)C1c1ccc2c(c1)OCO2 (stereo not drawn)	2.6%	-1%
COc1ccccc1C(c1nnnn1Cc1ccccc1)N1CCC(C(N)=O)CC1 (stereo not drawn)	-0.2%	/
C=CCSC1=C(C#N)C(c2ccc(C(C)C)cc2)CC(=O)N1 (stereo not drawn)	-0.4%	-4%
Cc1noc(NS(=O)(=O)c2ccc(NC(=O)C34CCC(CC3)C4)cc2)c1C	10%	-6%
CCCCOc1ccc(-c2nnc(N)s2)cc1	1.1%	-9%
CCOc1cccc(/C(O)=C2/C(=O)C(=O)N(CCOC)C2c2ccc(C)o2)c1 (stereo not drawn)	0.8%	9%
c1ccc(Cn2nnc(-c3ccccc3)n2)cc1	6.9%	/
COc1ccc2c(c1OC)C(=O)N1c3ccccc3COC21 (stereo not drawn)	6.4%	-1%
Cc1cc(Br)ccc1NCN1C(=O)S/C(=C/c2ccc3c(c2)OCO3)C1=O	5.8%	3%
COc1cccc2c1NC(C(=O)O)C1CC=CC21 (stereo not drawn)	48%	/
Cc1ccc(NC(=O)c2ccc(-c3ccccc3)cc2)cc1F	4.1%	4%
C/C(Cl)=C\Cn1c(Nc2ccc(C)cc2)nc2c1c(=O)n(C)c(=O)n2C	3.7%	-1%
CSc1nc2sc3c(c2c2nncn12)CCC3	3.3%	-1%
Cc1ccc2nc(SCc3ccc(Cl)cc3)nc(C)c2c1	-4.9%	2%
O=C(c1csc2ccccc12)n1cccn1	-1.8%	0%
COc1cc(CN2CCN(Cc3ccccc3Br)CC2)cc(OC)c1	2.6%	2%
C1=C2C[N+]3(CCCC3)CC2Cc2ccc3ccccc3c21 (stereo not drawn)	2.7%	/
O=C(c1cccc(F)c1F)N1CCN(c2cc(N3CCOCC3)c(F)cc2[N+](=O)[O-])CC1	3.7%	2%
N#Cc1ccccc1NC(=O)CSc1nnc(-c2ccccc2O)n1-c1ccccc1	2.7%	11%
Cc1ccc(C)n1-c1ccc(N2CCOCC2)cc1	-1.6%	-5%
CCOc1cccc(=O)c2c(C)n(CC3CCCO3)c(C)c12 (stereo not drawn)	6.9%	-6%
Cc1ccc(NS(=O)(=O)c2ccc(OCC(=O)N3CCOCC3)cc2)cc1	-16%	/
CCCCOc1ccc(S(=O)(=O)Nc2cccnc2)cc1	-1.6%	0%
Cc1csc2nc(CNC(=O)C3CCCCC3)cn12	-1.5%	-11%
Cc1ccc(OS(=O)Nc2cccc3nccnc23)cc1 (stereo not drawn)	1.8%	0%
CSc1nnc2c(n1)OC(c1cccn1C)N(C(C)=O)c1ccccc1-2 (stereo not drawn)	-1.5%	-8%
COc1ccc(-c2nc(CS(=O)CC(=O)NCCC3=CCCCC3)c(C)o2)cc1 (stereo not drawn)	5.0%	4%
Cc1c(C(=O)OC(C)C)sc(NC(=O)c2ccccc2F)c1C#N	-0.7%	0%
CCOc1ccc(S(=O)(=O)N(CCO)CCO)cc1-c1nc2c(C(C)(C)C)nn(C)c2c(=O)[nH]1	3.7%	/
CCOc1ccccc1NC(=O)CN(c1ccc(C)cc1)S(=O)(=O)c1ccc(SC)cc1	-3.3%	-1%
CSc1nc2c(c(=O)n1C1CCCC1)C1(CCCCC1)Cc1ccccc1-2	-1.3%	1%
Cc1cccc2c1nc1s/c(=C\c3ccc(-c4ccccc4F)o3)c(=O)n12	-8.4%	2%
OCc1cn(-c2ccccc2)nc1-c1ccc2c(c1)OCCO2	1.0%	-10%
Cc1ccc(-n2cnc3sc(C)c(C)c3c2=O)cc1	1.9%	4%
CCN(CC)S(=O)(=O)c1ccc(Cl)c(C(=O)NCc2ccccc2Cl)c1	-4.0%	/
C=CCOc1ccc(/C=C/C(=O)c2ccc(F)cc2)cc1	-2.1%	5%
c1ccc(CNc2nc3ccccc3n3cnnc23)nc1	4.1%	-2%
Cc1ccc(NC(=O)CC2COc3ccccc3O2)cc1 (stereo not drawn)	-3.7%	/
O=C1CCCc2c1[nH]c1ccc(C34CC5CC(CC(C5)C3)C4)cc21	-2.2%	-2%
CCN(CC)c1ccc(N=Cc2ccc(N(CC)CC)cc2O)cc1	-79%	/
c1ccc2sc(NC3=NCN(Cc4ccc5c(c4)OCO5)CN3)nc2c1	-11%	-7%
CCC(C)NC(=O)C1CCCN(C(=O)Nc2ccc(F)cc2)C1 (stereo not drawn)	1.1%	-4%
CCCC(=O)Nc1nc(-c2ccc(C)c3ccccc23)cs1	-4.7%	1%
CCc1nc(C)cn1S(=O)(=O)c1cc(C)c(OC)cc1C	-1.1%	2%
C(=N\n1cnnc1)/c1cccc2ccccc12	3.9%	-8%
c1ccc(C2=NCCn3cccc32)cc1	1.5%	0%
Cc1ccc(SC(C)C(=O)Nc2c(C)n(C)n(-c3ccccc3)c2=O)cc1 (stereo not drawn)	1.5%	/
c1cc(N2CCCC2)ccc1C(c1nnnn1C1CCCCC1)N1CCOCC1 (stereo not drawn)	1.5%	41%
C=CCn1c(C)nc2c(cnn2-c2ccccc2)c1=O	5.9%	1%
O=C(NCCN1CCOCC1)c1cc2nc(-c3ccc(Cl)c(Cl)c3)cc(C(F)(F)F)n2n1	-8.4%	2%

# Next structures:
canonical_smiles	Hsp70 displacement	MKP-3 inhibition
O=C1c2ccccc2CCC1C1(O)C(=O)Nc2ccc(Br)cc21 (stereo not drawn)	-0.7%	2%
CC1(C)CCCC2=C1CC1C(=O)N(Cc3cccnc3)C(=O)C1C2 (stereo not drawn)	0.1%	-2%
Cc1cccc(C(=O)N(C)c2nnc(-c3ccncc3)s2)c1	-5.0%	-13%
Cc1cccc(NC(=O)c2ccccc2NC(=O)c2ccccc2)n1	0.0%	1%
O=C(CNCc1ccco1)Nc1ccccc1-n1cccc1	-1.2%	5%
COc1ccc(N2CCN(Cc3nc(N)nc(Nc4ccc(C)c(Cl)c4)n3)CC2)cc1	-4.1%	2%
Cc1cc(C2N=C(N)Nc3nc4ccccc4n32)c(C)n1-c1ccccc1Cl (stereo not drawn)	-5.1%	7%
CC1=N/C(=C/c2ccc(OCc3ccc(Cl)cc3)cc2)C(=O)O1	4.4%	0%
COc1c2c(nc3occc13)C(CCC(C)(C)O)(OC)C(O)CC2 (stereo not drawn)	0.9%	1%
O=C(Nc1ccc2oc(-c3ccccc3F)nc2c1)c1cncc(Br)c1	-8.7%	-4%
Cc1cc(C)n(-c2nc3ccccc3nc2N2CCCCCC2)n1	-3.8%	-4%
Cc1csc(NC(=O)c2c(O)c3ccccc3[nH]c2=O)n1	1.9%	-3%
CCC(C)C(=O)N1c2cc(C)ccc2-c2c(ssc2=S)C1(C)C (stereo not drawn)	3.6%	3%
Cc1nn2c3cc(N4CCOCC4)ccc3nc2c2ccccc12	2.3%	/
Cc1cccc(NC(=O)c2sccc2-n2cccc2)c1C	3.2%	/
Cc1ccccc1N1C(=O)c2ccccc2NC1c1ccncc1 (stereo not drawn)	-2.1%	/
CCCC1C(C#N)=C(N)Oc2cc(C)n(C)c(=O)c21 (stereo not drawn)	-2.3%	4%
COc1ccccc1C1CC(=O)NC(SCc2ccccc2)=C1C#N (stereo not drawn)	-3.8%	2%
CCOC(=O)c1ccc(Oc2nc(NC)nc(OC)n2)cc1	7.0%	-4%
CCOC(=O)N1CCN(C(=O)c2ccc3c(=O)n(CC4CCCO4)c(=S)[nH]c3c2)CC1 (stereo not drawn)	0.9%	/
Cc1ccc(-c2cc(C(F)(F)F)n3ncnc3n2)cc1	-3.8%	5%
Cc1cccn2c(=O)c3cc(C(=O)NCC4CCCO4)c(=N)n(CCN4CCOCC4)c3nc12 (stereo not drawn)	6.8%	/
O=C(CN1CCCCC1)Nc1cccc2c1OCO2	-0.1%	/
COc1ccc(CNC(=O)COC(=O)C2=COCCO2)cc1	-3.2%	/

# Entries from the list above that have a nitro group on carbon (two):
canonical_smiles	Hsp70 displacement	MKP-3 inhibition
CCOC(=O)c1c(NC(=O)c2ccc([N+](=O)[O-])cc2)sc2c1CCN(C(=O)OCC)C2	-4.4%	0%
O=C(c1cccc(F)c1F)N1CCN(c2cc(N3CCOCC3)c(F)cc2[N+](=O)[O-])CC1	3.7%	2%

# Continued.
canonical_smiles	Hsp70 displacement	MKP-3 inhibition
CCOC(=O)C1=C(C)N=c2s/c(=C\c3cc(OC)ccc3OC)c(=O)n2C1c1ccc(OC)c(OC)c1 (stereo not drawn)	-11%	0%
CC(=O)c1c(C(C)=O)c(C)n(NC(=O)c2ccccc2O)c1C	12%	-16%
CCN(CC)CCC(=O)NC(C)(C)Cc1ccc(O)cc1	-3.7%	-2%
C=CCNc1nc(NC(C)(C)CO)nc(OCC)n1	1.8%	4%
CCc1ccc(CN2CCN(C(=O)c3ccco3)CC2)cc1	2.3%	1%
Cc1cc(C)nc(NS(=O)(=O)c2ccc(NC(=O)CSc3nc(C)cc(C)n3)cc2)n1	4.0%	0%
Cc1ccc(C(c2nnnn2CCC(C)C)N2CCN(C)CC2)cc1 (stereo not drawn)	2.2%	-5%
CC(C)C(C(=O)Nc1ccc2c(c1)OCCO2)N1C(=O)c2ccccc2C1=O (stereo not drawn)	0.4%	-3%
Cc1ccccc1OCCSc1nc2ccccc2n1CCO	-3.6%	0%
CCCCNC(=O)Cn1cnc2c(cnn2-c2ccc(C)c(C)c2)c1=O	4.4%	2%
c1ccc(C2Nc3ccccc3Oc3ccccc32)cc1 (stereo not drawn)	-3.6%	/
Cc1ccc(S(=O)(=O)CCC(=O)Nc2ccc3c(c2)OCO3)cc1	-7.2%	10%

# Entries of single compounds, quoted from the list:
# `Cc1ccc(S(=O)(=O)CCC(=O)Nc2ccc3c(c2)OCO3)cc1` as listed: Hsp70 displacement: -7.2%; MKP-3 inhibition: 10%
# `Cc1ccccc1OCCSc1nc2ccccc2n1CCO` as listed: Hsp70 displacement: -3.6%; MKP-3 inhibition: 0%

# Continued.
canonical_smiles	Hsp70 displacement	MKP-3 inhibition
COC(=O)c1ccccc1NC(=O)CSc1nnc(COc2cccc(OC)c2)n1C	0.5%	-3%
CCOC(=O)/C=C1\Nc2ccccc2SC1=O	2.7%	-6%
CCOc1cc(C2NC(=O)NC(C)=C2C(=O)OC(C)CC)cc(Br)c1O (stereo not drawn)	8.8%	-1%
COn1c(SCc2ccccc2)nc2ccccc2c1=O	8.9%	/
O=C1CN2C(=N1)N(Cc1ccccc1)c1ccccc12	0.7%	-12%
Cc1ccsc1-c1ncnn1-c1sc2c(c1C#N)CCCC2	2.0%	1%
Cc1c(C2Nc3ccccc3NC3=C2C(=O)CC(C)(C)C3)cnn1C (stereo not drawn)	1.3%	-4%
O=C(/C=C/c1ccccc1)Nc1ccc2ccccc2n1	-16%	1%
CCOC(=O)C1=NNC(C(=O)c2ccccc2)C1c1cccc(Br)c1 (stereo not drawn)	0.2%	4%
CC(=O)c1ccc(NC(=O)c2ccc(-c3cccc(Cl)c3)o2)cc1	-5.9%	3%
CCOc1ccc(N(Cc2cc3ccc(C)cc3[nH]c2=O)S(C)(=O)=O)cc1	-3.8%	/
Cc1ccc2c(c1)NC(C)(C)c1sn(-c3ccc(Cl)c(F)c3)c(=S)c1-2	4.3%	-1%
O=C(CSc1nnnn1-c1ccccc1)Nc1ccc([N+](=O)[O-])cc1	-1.5%	4%
COCCn1c(SCC(N)=O)nnc1-c1c[nH]c2ccccc12	2.9%	-5%
COc1ccccc1-c1coc2cc(O)cc(O)c2c1=O	5.5%	-3%
CC(C)(C)c1ccccc1OCC(O)CN1CCN(Cc2ccccc2)CC1 (stereo not drawn)	4.2%	4%
CN(C)c1cc(N/N=C/c2ccccc2O)nc(N(C)C)n1	3.4%	39%
COc1ccc(/C=C/C(=O)C(C)(C)O)cc1	3.6%	0%
Oc1oc(-c2ccccc2)nc1C=NCc1ccccc1	-4.2%	/
O=C1CC(SCc2nc3ccccc3[nH]2)C(=O)N1c1cccc(Cl)c1 (stereo not drawn)	-1.7%	/

# Reformatted: results already given
# The line under a structure holds: Hsp70 displacement, MKP-3 inhibition
> O=C(CSc1nnnn1-c1ccccc1)Nc1ccc([N+](=O)[O-])cc1
→ -1.5%, 4%
> COCCn1c(SCC(N)=O)nnc1-c1c[nH]c2ccccc12
→ 2.9%, -5%
> COc1ccccc1-c1coc2cc(O)cc(O)c2c1=O
→ 5.5%, -3%
> CC(C)(C)c1ccccc1OCC(O)CN1CCN(Cc2ccccc2)CC1 (stereo not drawn)
→ 4.2%, 4%
> CN(C)c1cc(N/N=C/c2ccccc2O)nc(N(C)C)n1
→ 3.4%, 39%
